Screens as filed in PubChem.
CendR NRP1 mod: alters CendR peptide binding to human NRP-1 | O14786 | FAM-RPARPAR peptide binding to NRP-1, fluorescence polarization | inhibition, % at 25 µM | hit rate 0.85% among 360,000 | AID 602438;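 active = inhibition or corrected inhibition above about 18%, plus a signal ratio from 0.5 to 1.5, limit read from the data, passing the limit was not always enough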; also: strong numbers were not always called active
Scp1 inh: inhibitors of human Scp-1 phosphatase; Recombinant Scp1, phosphopeptide, malachite green phosphate absorbance; hit rate 0.88% among 340,000; Q9GZU7; inhibition, % at 20 µM;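 active = inhibition above about 50% at 20 µM, limit read from the data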;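 also: plate controls were DMSO wells with enzyme for no effect and wells lacking enzyme for full effect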
Target sequence (Q9GZU7 76-261 limits assumed): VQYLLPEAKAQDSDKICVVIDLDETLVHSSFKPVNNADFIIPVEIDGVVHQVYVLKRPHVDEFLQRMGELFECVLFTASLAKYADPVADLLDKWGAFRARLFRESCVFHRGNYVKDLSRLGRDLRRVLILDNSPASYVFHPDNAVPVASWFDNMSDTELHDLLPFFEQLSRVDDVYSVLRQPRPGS
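Test system – truncated SCP-1 phosphatase (76-261aa) · Reagent – Phosphorylated 17-residue peptide substrate · Incubation – 45 min room-temperature reaction, 5 min colour, 30 min stabiliser · Detection – colorimetric phosphate reagent with accelerator and stabiliser, absorbance at 630 nm · Measure – % inhibition at 20 µM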
STEP block: blocks human striatal-enriched tyrosine phosphatase; AID 588621; hit rate 0.25% among 360,000; P54829; recombinant STEP, OMFP fluorogenic substrate, fluorescence; inhibition, % at 20 µM;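 active = inhibition at 20 µM, scaled per plate between control wells, above about 37%, limit read from the data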;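 also: 0% = DMSO with enzyme and substrate and 100% = substrate only without enzyme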
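System: isolated STEP enzyme; schedule: 20 min enzyme reaction at room temperature, protected from light; medium: Bis-Tris buffer pH 6.0, 2.5 mM DTT, 0.005% Tween 20; signal: fluorescence, 480/540 nm; dosing: single compound dose of 20 µM, 1% DMSO final; also added: OMFP substrate, 25 µM final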
DNMT1 inh: DNMT1 (human) enzyme inhibition | AID 588458 | P26358 | inhibition (reported as % activation of signal), % at 10 µM | hit rate 0.83% among 360,000 | DNMT1 molecular beacon, Hinp1I cleavage, fluorescence; in the data active = inhibition above about 50%
SKN-1 inh: blocks SKN-1 activity in C. elegans | C. elegans VP596 Pgst-4::GFP/RFP ratio, acrylamide-induced, 24 h | hit rate 0.49% among 360,000 | inhibition, % at 21.8 µM;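 active = interference check ratio from 0.5 to 1.5 plus GFP to RFP signal ratio inhibition reaching or exceeding a fixed threshold, cut at about 30% in these data, passing the limit was not always enough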; also: some compounds called inactive have numbers as strong as hits
NadD inh: blocks S. aureus nicotinate mononucleotide adenylyltransferase | inhibition, % at 20 µM | AID 602399 | purified NadD enzyme, colorimetric absorbance read-out | hit rate 0.78% among 360,000; in the data active = inhibition above about 26%; also: some compounds past the cut are filed as inactive
MT1-MMP act inh: blocks activation of human MT1-MMP; GFP/RFP ratio change, % at 20 µM; HT1080 RFP-PRO-GFP cells, GFP/RFP ratio fluorescence, overnight; percent of plate control window, DMSO zero; P50281; hit rate 0.061% among 360,000; AID 651647;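 active = GFP/RFP ratio change of at least 30% with cell ATP level not reduced by more than half and red fluorescence within 50% of control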; also: strong numbers were not always called active
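Test system: HT1080 cells expressing an RFP-PRO-GFP fluorescent reporter construct / Compound dosing: single-point 20 µM compound, 1% DMSO / Schedule: cells overnight before dosing, compound overnight, 37 °C, 5% CO2 / Evaluation: GFP/RFP fluorescence ratio / Control set: DMSO and RFP-L50D-GFP cell wells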
Rpn11 inh: Rpn11 (human) deubiquitinase inhibition. calls only at 20 µM. human 26S proteasome, Ub4-pepOG fluorescence polarization; 20S core pre-blocked with epoxomicin. hit rate 0.59% among 360,000. O00487;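 active = inhibition at 20 µM, scaled to each plate's controls, above about 33%, limit read from the data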
Target sequence (O00487 whole entry, looked up): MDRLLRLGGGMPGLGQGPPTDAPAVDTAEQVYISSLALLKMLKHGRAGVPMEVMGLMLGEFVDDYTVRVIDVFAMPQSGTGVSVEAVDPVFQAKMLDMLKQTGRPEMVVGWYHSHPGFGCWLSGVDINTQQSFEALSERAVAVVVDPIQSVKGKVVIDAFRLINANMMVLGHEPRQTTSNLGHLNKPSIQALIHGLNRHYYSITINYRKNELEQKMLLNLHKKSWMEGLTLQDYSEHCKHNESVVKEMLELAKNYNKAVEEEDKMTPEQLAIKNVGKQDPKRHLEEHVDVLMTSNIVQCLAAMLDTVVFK
LMPTP inh: blocks human LMPTP phosphatase | P24666 | recombinant LMPTP-A, OMFP fluorogenic substrate, fluorescence intensity | inhibition, % at 20 µM | hit rate 0.22% among 360,000 | AID 651560;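 active = compounds that cut the enzyme signal by at least half of the control window in the single-dose screen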;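 also: plate controls were DMSO wells with enzyme plus substrate for no effect and substrate without enzyme for full effect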
Target sequence (P24666 whole entry, looked up): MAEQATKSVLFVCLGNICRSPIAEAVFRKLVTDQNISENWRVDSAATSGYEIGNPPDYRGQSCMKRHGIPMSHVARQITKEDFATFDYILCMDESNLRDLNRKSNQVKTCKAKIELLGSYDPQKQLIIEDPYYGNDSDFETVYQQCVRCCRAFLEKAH
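test system = LMPTP-A | amount = 0.625 nM LMPTP-A final | reagent = fluorogenic phosphatase substrate OMFP at 400 µM final | incubation = 50 min at room temperature | benchmarks = no-enzyme low control, uninhibited high control | medium = Bis-Tris pH 6.0, DTT, detergent | signal = fluorescence intensity of OMFP turnover product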
SUMO1-SIM PPI: modulators of human SUMO1-mediated protein-protein interactions | inhibition, % at 20 µM | hit rate 0.33% among 360,000 | SUMO1 binding to a labelled peptide, TR-FRET, 1 h | AID 602429 | P63165; in the data active = inhibition above about 37%
Target sequence (P63165 whole entry, looked up): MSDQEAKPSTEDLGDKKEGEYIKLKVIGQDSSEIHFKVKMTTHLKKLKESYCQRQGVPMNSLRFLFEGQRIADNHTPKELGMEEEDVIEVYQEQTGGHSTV
The depositor's hits bear a star; i = inactive; nt = no result given; + = active, no number.

SMILES	CendR NRP1 mod	Scp1 inh	STEP block	DNMT1 inh	SKN-1 inh	NadD inh	MT1-MMP act inh	Rpn11 inh	LMPTP inh	SUMO1-SIM PPI
C[C@@H](NC(=O)c1ncn2c1c(=O)[nH]c1cccnc12)c1ccccc1	2	nt	0	5	9	7	2	i	2.0	15
COc1cccc(NC(=O)C2CC(=O)N(Cc3ccco3)C2)c1 (stereo not drawn)	-6	1	-1	-4	-9	-4	-2	i	-0.1	-5
NNc1nc(-c2ccccc2)cc(-c2ccccc2)n1	5	-2	2	-6	15	0	3	i	2.9	2
CCOc1ccc(Nc2nnc(Cc3ccc(OC)cc3)c(=O)[nH]2)cc1	4	-5	2	11	4	5	2	i	0.2	6
O=C(Nc1ccc(Br)cc1)c1cc(-c2cccs2)on1	1	4	2	14	2	4	3	i	6.2	2
Cc1ccc(NC(=O)C(c2ccccc2)N2CCN(CC(=O)N3CCOCC3)CC2)cc1 (stereo not drawn)	9	-10	-1	5	1	-13	1	i	-1.8	-4
COc1cccc(NC(=O)c2cccc(C(=O)Nc3cccc(OC)c3)c2)c1	2	-10	-2	2	-5	-1	-1	i	-1.6	-4
O=S(=O)(Nc1ccc(N2CCCCC2)cc1)c1ccccc1	-7	-2	-1	-3	-4	3	-2	i	-0.8	3
CCOc1ccc(CCNC(=O)c2cccnc2N2CCCC2)cc1OCC	14	-10	3	-1	5	2	-9	i	-2.0	5
CCOc1ccc(S(=O)(=O)c2ccc(C)cc2)c2c1no[n+]2[O-]	-6	nt	-3	-1	11	-5	9	i	-0.3	-18
Cc1ncc([N+](=O)[O-])n1S(=O)(=O)c1cc(Cl)ccc1Cl	0	-10	3	2	7	3	1	i	-1.3	1
Cc1cc(S(=O)(=O)NC(C)C)ccc1OCC(=O)Nc1ccc2c(c1)OCCO2	5	-2	-1	0	-5	-1	3	i	0.9	1
Cc1cc(C)c2[nH]c(=O)c(CN(Cc3cccs3)C(=S)NCC3CCCO3)cc2c1 (stereo not drawn)	7	-2	2	-7	12	6	-5	i	2.1	1
O=C(COC(=O)c1c[nH]c(=O)[nH]c1=O)NCc1ccccc1	19	-2	4	2	-10	-1	10	i	-0.5	4
O=C(CSc1nnc(-c2cccnc2)n1Cc1ccco1)N1CCc2ccccc21	7	-2	12	-4	8	-3	6	i	-1.7	5
O=C(COC(=O)Cc1ccccc1F)Nc1cccc(S(=O)(=O)NC2=NCCCCC2)c1	-1	-6	-3	-6	-5	-5	-4	i	-1.1	0
Cc1[nH]c2ccccc2c1C(=O)CSc1ccccn1	3	8	-2	2	-6	-3	2	i	1.4	5
COc1ccc(S(=O)(=O)Nc2ccc3c(c2)C(=O)N([C@H](C)CO)C[C@H](C)[C@@H](CN(C)C(=O)Nc2ccc4c(c2)OCO4)O3)cc1	1	-4	-1	3	1	4	1	i	0.2	2
c1cncc(-c2nn3c(Cn4cnc5ccccc54)nnc3s2)c1	4	0	7	1	8	5	-8	i	2.5	3
Cc1sc2ncnc(SCC(=O)NCC3CCCO3)c2c1C (stereo not drawn)	-1	-5	2	3	-5	1	-1	i	-0.8	0
O=C(Nc1ccc2c(c1)nc1n2CCSC1)c1ccco1	-21	-8	-10	2	-7	25	-1	i	35	12
CCN(CC)C(=O)C1CCCN(c2ncnc3c2cnn3-c2ccc(Cl)cc2)C1 (stereo not drawn)	4	3	-2	0	4	1	1	i	0.6	0
O=C(NCCc1ccc(Cl)cc1)C1CCN(S(=O)(=O)c2cccs2)CC1	-8	-2	-1	-5	31	-8	4	i	0.4	-2
CCC1CCCCN1C(=O)CSc1nnc(-c2cccs2)o1 (stereo not drawn)	8	-13	4	3	5	-1	5	i	-0.3	-2
O=C(CCC(=O)N1CCCCCC1)NCc1ccc(F)cc1	-4	-2	-2	0	-1	-1	-2	i	-2.7	1
COc1nc(Nc2ccc(O)cc2)nc(OC(C(F)(F)F)C(F)(F)F)n1	6	-7	-1	1	-5	-6	5	i	2.2	4
Cc1cccc(OCCCC(=O)NCc2ccco2)c1	6	12	-2	3	-5	-4	5	i	-0.7	-1
NNC(=O)CNS(=O)(=O)c1ccc([N+](=O)[O-])cc1	-3	3	-1	16	-11	2	-1	i	1.1	-21
CC(C)NS(=O)(=O)c1ccc2c3c(cccc13)CC2	-3	-3	1	0	-3	0	3	i	0.0	-4
COc1ccc2nc(C)cc(SCC(=O)OC(C)C)c2c1	5	3	4	0	9	1	6	i	1.8	-3
Cc1cc(N2CCC(N(C)C3CCCC3)CC2)nc2cc(O)ccc12	-8	-6	-2	-4	-8	-6	3	i	8.0	0
C=C1N(c2cccc(Cl)c2)C(=O)OC1(C)C	0	-1	1	1	1	-1	-1	i	0.0	0
COc1cccc(NC(=O)CSc2nnnn2C2CCCC2)c1	3	-5	-2	-1	-6	-4	2	i	0.5	0
COC(c1ccccc1)c1nnc(CCC(=O)NCc2cccc(-n3cccn3)c2)o1 (stereo not drawn)	-4	-10	-2	-2	7	-3	1	i	-1.9	4
CCN(CC)NC(=O)Nc1ccccc1	-13	6	-4	2	1	-1	0	i	-0.2	3
COC(=O)C1=C(C)NC(C)=C(C(=O)OC)C1C(=O)OCC(=O)N1CCCCC1C (stereo not drawn)	1	1	0	-1	8	-6	5	i	-0.6	1
O=C(CSc1nnc(-c2ccccc2)n1-c1ccccc1)N1c2ccccc2Sc2ccccc21	-2	0	-2	7	-3	25	-3	i	1.7	0
CC12CCC(=O)N1C(C(=O)NCc1ccccc1Cl)CS2 (stereo not drawn)	-2	-2	1	1	11	0	-1	i	0.2	1
Cc1ccc(S(=O)(=O)N2CCN(c3ccc(N4CCOCC4)nn3)CC2)cc1[N+](=O)[O-]	8	-3	2	2	-10	9	-3	i	1.0	-21
COc1ccccc1-c1cn(CC[C@@H]2CC[C@H](NC(=O)C3CCC3)[C@@H](CO)O2)nn1	-3	nt	nt	nt	-7	nt	3	nt	-1.7	4
Oc1c(C(Nc2ccccn2)c2ccccn2)ccc2cccnc12 (stereo not drawn)	-11	-10	5	1	10	29	-1	i	0.4	-12
O=[N+]([O-])c1cccc(CN2CCN(Cc3ccco3)CC2)c1	3	-3	-1	4	14	-4	1	i	-1.9	-9
C=C(C)Cn1c(CCn2c3ccccc3c3ccccc32)n[nH]c1=S	1	-5	-2	-1	5	4	-6	i	-0.9	3
Cc1ccc(S(=O)(=O)N(C)c2ccc(C(=O)Nc3ccccc3C(=O)N3CCOCC3)cc2)cc1	-1	2	0	-1	10	-3	3	i	0.6	1
COc1cc(-c2nc(CN3CCCCC3CCNC(C)=O)c(C)o2)ccc1F (stereo not drawn)	2	-4	1	0	3	0	-3	i	-0.5	-1
CSc1ccc(S(=O)(=O)NCC(=O)OCC(=O)NCC2CCCO2)cc1[N+](=O)[O-] (stereo not drawn)	5	-1	2	7	16	-3	1	i	-0.5	-31
Cc1cc(NC(=O)/C=C/c2ccc(Cl)cc2)no1	-5	-3	3	0	5	-4	-4	i	-0.6	-1
CC1(C(=O)NS(=O)(=O)c2ccc3c(c2)CCO3)CCN1C(=O)c1ccccc1CCc1ccccc1 (stereo not drawn)	-12	nt	-6	-4	16	-5	-1	i	-0.8	1
CCCCNc1nc2cccnc2s1	-4	-7	0	0	24	0	-1	i	0.6	6
O=C(Nc1ccc(Cl)c(S(=O)(=O)N2CCCC2)c1)c1nn(CCO)c(=O)c2ccccc12	-12	30	1	-7	14	-5	5	i	1.3	5
CCN1C(=O)/C(=C\N2CCN(C(=O)c3ccco3)CC2)SC1=S	-13	-11	-2	1	-11	-4	-1	i	-0.7	-29
O=C(CN1C(=O)NC2(CCCCCCC2)C1=O)NCc1ccccc1Cl	-2	2	3	0	2	2	3	i	-0.3	-5
CCc1cccc2c(C(=O)CSc3nncn3C)c[nH]c12	-8	-7	0	2	-6	-3	3	i	-0.1	4
Cc1cc2c(cc1S(=O)(=O)N1CCN(c3cccc(C)c3C)CC1)OCCN2C	-3	2	0	-2	59	1	4	i	0.5	2
CCOc1ccc(C2C3=C(CCCC3=O)Nc3ccc4ncccc4c32)cc1 (stereo not drawn)	11	6	-1	-3	5	5	1	i	1.8	-21
O=C(NCCCN1CCN(Cc2ccccc2)CC1)C1CCN(c2nnc(-n3cccc3)s2)CC1	10	-11	-3	-2	6	-1	1	i	5.7	0
COc1ccc(-c2csc(N3C(=O)C4C5c6ccccc6C(c6ccccc65)C4C3=O)n2)cc1 (stereo not drawn)	-11	-22	2	-4	-1	7	-4	i	1.4	1
COC(=O)c1ccc(CN(c2ccccc2OC)S(=O)(=O)c2cccs2)o1	16	-17	1	-5	31	3	-2	i	-0.4	9
Cc1ccc(CNC(=O)C2CCN(S(=O)(=O)c3ccc4c(c3)OCCCO4)CC2)cc1	-5	-4	4	-4	7	0	5	i	-1.4	-2
COc1ccc(CCN(C)C2CCCN(S(C)(=O)=O)C2)cc1OC (stereo not drawn)	4	6	-1	2	-26	-4	4	i	-3.5	1
Additional entries follow:
SMILES	CendR NRP1 mod	Scp1 inh	STEP block	DNMT1 inh	SKN-1 inh	NadD inh	MT1-MMP act inh	Rpn11 inh	LMPTP inh	SUMO1-SIM PPI
CCCSc1nnc(NC(=O)c2sc3nc(-c4cccs4)ccc3c2N)s1	-101	-11	-4	-18	29	37*	-69	+	0.8	8
CNC[C@H]1Oc2c(NS(=O)(=O)c3ccc(OC)cc3)cccc2C(=O)N([C@H](C)CO)C[C@@H]1C	-6	-5	-3	8	22	-6	0	i	-4.0	9
CCNc1nc(NC(C)(C)C)nc(N(CC)n2cnnc2)n1	1	-2	2	4	3	0	3	i	-0.7	-1
CCS(=O)(=O)n1c(Cc2cccs2)nc2ccccc21	-4	-2	-4	0	14	-4	-5	i	-1.9	1

Profiles as entered above. Screens in order: CendR NRP1 mod, Scp1 inh, STEP block, DNMT1 inh, SKN-1 inh, NadD inh, MT1-MMP act inh, Rpn11 inh, LMPTP inh, SUMO1-SIM PPI
Shown for CCNc1nc(NC(C)(C)C)nc(N(CC)n2cnnc2)n1 = 1, -2, 2, 4, 3, 0, 3, i, -0.7, -1
Shown for CNC[C@H]1Oc2c(NS(=O)(=O)c3ccc(OC)cc3)cccc2C(=O)N([C@H](C)CO)C[C@@H]1C = -6, -5, -3, 8, 22, -6, 0, i, -4.0, 9
Shown for CCCSc1nnc(NC(=O)c2sc3nc(-c4cccs4)ccc3c2N)s1 = -101, -11, -4, -18, 29, 37*, -69, +, 0.8, 8
Shown for CCS(=O)(=O)n1c(Cc2cccs2)nc2ccccc21 = -4, -2, -4, 0, 14, -4, -5, i, -1.9, 1
